# K1F lysis inhibition – inhibition of K1F phage lysis, E. coli UTI89, bacterial capsule biogenesis inhibitors, alamar blue (AID 488966). actives 0.02% (n = 340,000). E. coli UTI89 K1F phage lysis, alamar blue, 2 h; higher % means a stronger effect. one-dose inhibition, % at 100 µM; IC50 in µM for titrated hits;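 active means phage lysis inhibition, versus mean bacterial control, above a set limit; inconclusive means no clear call, values can overlap the other calls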;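 further: capsule biogenesis inhibitors block K1F phage lysis so surviving cells raise fluorescence; higher fluorescence means more inhibition of phage lysis; actives were called in the ten point dose series up to 300 µM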
# NS5 inhibitors – Dengue-2 NS5 methyltransferase inhibitors, primary screen, biochemical, confirmation dose response (AID 588689) | Genome polyprotein (Dengue virus type 2 (strain 16681-PDK53)) | Dengue-2 NS5 methyltransferase capping enzyme assay, biochemical; higher % means a stronger effect | inhibition, % at 25 µM, or IC50 in µM where a hit was titrated | actives 0.3% (n = 340,000); in the data active means a potency from the dose series; inconclusive means inhibition above about 29% without an active follow-up result
# GPR55 antagonists – GPR55 antagonists blocking LPI-driven arrestin recruitment, primary screen, imaging, U2OS, beta-arrestin-GFP, LPI agonist (AID 2013); G-protein coupled receptor 55 (Homo sapiens); U2OS GPR55 beta-arrestin-GFP translocation imaging, LPI antagonism; higher % means a stronger effect; inhibition, % at 10 µM, or IC50 in µM where a hit was titrated; actives 0.13% (n = 290,000);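 active means spots per cell inhibited over 60%, with over 100 cells counted and total cytoplasm intensity under 500,000; inconclusive means wells with under 100 cells, flagged as likely toxic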;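 further: U2OS cells stably carrying GPR55 and arrestin-GFP stimulated by 5 µM LPI near EC80; imaged beta-arrestin-GFP aggregate spots per cell after agonist stimulation; plate controls were LPI-stimulated DMSO wells for no effect and DMSO wells without LPI for full effect; some results filed as inactive read as strong as hits; confirmed hits need IC50 under 10 µM and bright autofluorescent wells are also inconclusive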
# SIAH1 antagonists – Siah-1 peptide-binding antagonists, primary screen, biochemical, fluorescence polarization, rhodamine-plectin, uHTS (AID 1817); one-dose displacement, % at 20 µM; IC50 in µM for titrated hits; E3 ubiquitin-protein ligase SIAH1 (Homo sapiens); actives 0.02% (n = 290,000); Siah-1 / rhodamine-plectin peptide fluorescence polarization; higher % means a stronger effect;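 active means displacement of at least 50% at 20 µM, with a fluorescence ratio check between 0.3 and a set limit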;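 further: plate controls were Siah plus tracer with DMSO for no effect and tracer alone without Siah for full effect; strong numbers were not always called active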
# GPR55 activation – GPR55 agonists via beta-arrestin recruitment, primary screen, imaging, U2OS cells, beta-arrestin-GFP redistribution (AID 1961); activation, % at 10 µM, or EC50 in µM where a hit was titrated; G-protein coupled receptor 55 (Homo sapiens); U2OS GPR55 beta-arrestin-GFP redistribution imaging; higher % means a stronger effect; actives 0.048% (n = 290,000);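 active means activation above 40% with more than 50 cells counted in the well; inconclusive means wells holding fewer than 50 cells, flagged as toxic or sparse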;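 further: U2OS osteosarcoma cells stably expressing GPR55 and beta-arrestin-GFP; plate controls were DMSO negative control for no effect and LPI positive control for full effect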
# NTR1 ag – agonists of NTR1, primary screen, imaging, U2OS cells, beta-arrestin-GFP, high content (AID 493036). actives 0.17% (n = 330,000). NTR1-U2OS beta-arrestin-GFP spot imaging, agonist mode. activation, % at 20 µM. Neurotensin receptor type 1 (Homo sapiens), P30989;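 active means activation at or above 40% of the spot to cytoplasm intensity ratio, with at least 20 cells analyzed; inconclusive means wells under 20 cells, flagged as cytotoxic or low count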;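 further: 0% = DMSO without peptide and 100% = 100 nM NTR1 peptide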
# Target sequence (P30989 whole entry, looked up): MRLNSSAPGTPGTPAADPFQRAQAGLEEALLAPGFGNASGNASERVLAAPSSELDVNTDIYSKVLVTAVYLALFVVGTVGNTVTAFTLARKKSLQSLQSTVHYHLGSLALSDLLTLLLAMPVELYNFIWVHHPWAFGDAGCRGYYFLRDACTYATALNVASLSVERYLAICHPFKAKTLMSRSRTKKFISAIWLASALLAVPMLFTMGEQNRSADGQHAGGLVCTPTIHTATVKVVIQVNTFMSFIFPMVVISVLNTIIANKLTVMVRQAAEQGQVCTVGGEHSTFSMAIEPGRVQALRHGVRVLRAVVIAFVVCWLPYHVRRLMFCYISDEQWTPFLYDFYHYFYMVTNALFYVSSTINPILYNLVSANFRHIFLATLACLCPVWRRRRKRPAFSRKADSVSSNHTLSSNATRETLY
# GPR35 arrestin U2OS – GPR35 antagonists blocking zaprinast-driven arrestin recruitment, primary screen, imaging, U2OS, beta-arrestin-GFP, zaprinast agonist (AID 2058) | G-protein coupled receptor 35 (Homo sapiens) | U2OS GPR35 beta-arrestin-GFP translocation imaging, zaprinast antagonism; higher % means a stronger effect | one-dose inhibition, % at 10 µM; IC50 in µM for titrated hits | actives 0.052% (n = 290,000);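 active means inhibition of at least 50% with at least 30 cells and total cytoplasm GFP at most 10,000,000; inconclusive means under 30 cells or total GFP of 10,000,000 plus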
# AID2073 – inhibitors of Mint1-CaV2.2 protein interaction, biochemical, HTRF (AID 2073); HTRF protein-protein interaction, Mint1-CaV2.2; higher % means a stronger effect; Voltage-dependent N-type calcium channel subunit alpha-1B (Homo sapiens); inhibition, % at 20 µM, or IC50 in µM where a hit was titrated; actives 0.19% (n = 290,000); in the data active means inhibition mostly above about 51%, no sharp cut-off; inconclusive means no clear call, values can overlap the other calls; inactive means mostly below about 53%; further: some results filed as inactive read as strong as hits
# HIV peptide binding – inhibitors of HIV fusion peptide binding, primary screen, biochemical, uHTS, fluorescence dequenching (AID 1986); cell-free peptide binding, fluorescence dequenching, 30 min; higher % means a stronger effect; one-dose inhibition, % at 20 µM; IC50 in µM for titrated hits; actives 0.3% (n = 290,000); in the data active means inhibition mostly above about 52%, no sharp cut-off; inactive means mostly below about 76%; further: some results filed as inactive read as strong as hits
# NTR1 ag cell count 20 µM – recorded beside NTR1 ag, whose call it bears; cell count; measured here: cell count, cytotoxicity flag
# * = called active by the depositor; ? = inconclusive; . = not tested or not shown; [ ] = remark or other dose. Outcome played no part in choosing rows (roughly 1.2% active in at least one column).
SMILES,K1F lysis inhibition,NS5 inhibitors,GPR55 antagonists,SIAH1 antagonists,GPR55 activation,NTR1 ag,NTR1 ag cell count 20 µM,GPR35 arrestin U2OS,AID2073,HIV peptide binding
Cc1ccc(S(=O)(=O)N[C@@H](Cc2ccccc2)C(=O)N2CCC(C(=O)N[C@@H](CCC(N)=O)C(=O)O)CC2)cc1,0.1%,1%,6%,-2%,-0.1%,1.5,83,5%,-1%,1.4%
O=C(O)c1sccc1S(=O)(=O)c1ccccc1,-0.1%,5%,-3%,0%,-0.2%,-1.3,55,14%,-2%,0.0%
O=C(O)c1cccnc1SC1CC(=O)N(c2ccc(OC(F)F)cc2)C1=O (configuration not stated),0.3%,-6%,-7%,-1%,-0.3%,-1.5,61,-1%,-3%,0.1%
O=C(NCc1ccco1)C1CCCN(S(=O)(=O)c2ccccc2)C1 (configuration not stated),2.9%,-10%,-2%,-7%,-0.2%,1.3,82,-13%,2%,14%
Nn1nnc2ccccc21,7.1%,-1%,4%,0%,-0.1%,0.5,59,12%,2%,0.3%
C=CCSc1nnc(-c2cc(C(C)(C)C)nn2Cc2ccc(F)cc2)n1C,-0.3%,-4%,4%,20%,0.3%,-1.1,46,15%,-22%,-1.2%
O=C(CCc1nnc(C2CCCCC2)o1)N1CCN(C2CCCCC2)CC1,.,.,14%,-6%,0.0%,1.4,21,0%,-11%,0.8%
CN(C)c1ccc(N=Nc2ccccc2C(=O)OCC(=O)N(C)c2ccccc2)cc1,2.0%,1%,12%,-4%,-0.1%,7.3,91,-18%,7%,-3.5%
CCOC(=O)c1ccc2[nH]cc(C(C)=O)c(=O)c2c1,0.0%,5%,-15%,-1%,0.2%,-0.5,44,0%,4%,-2.9%
Cc1c(Cl)ccc(S(=O)(=O)Nc2cccnc2)c1Cl,0.0%,-5%,-6%,3%,0.3%,-0.9,90,1%,22%,0.1%
O=S(=O)(NC1CCCCC1N1CCN(c2ccccc2F)CC1)c1ccc(Cl)cc1 (configuration not stated),-0.1%,1%,-23%,2%,-0.1%,2.9,56,-7%,-2%,-0.7%
O=c1[nH]c2ccccc2nc1-c1ccc(Cl)cc1,-2.2%,5%,11%,-4%,0.0%,0.2,58,1%,?,-0.2%
C=CCn1c(CNS(=O)(=O)c2ccc(F)cc2)n[nH]c1=S,-0.1%,-3%,11%,-10%,0.0%,0.6,53,0%,-13%,0.7%
CC(NC(=O)CSC(=S)N(C)C)C12CC3CC(CC(C3)C1)C2 (configuration not stated),7.1%,1%,8%,2%,-0.2%,.,.,10%,-4%,1.3%
Cc1cc(C)cc(N(CC(=O)Nc2cccc(C)c2C)S(=O)(=O)c2c(C)[nH]c(=O)[nH]c2=O)c1,-0.2%,-10%,1%,10%,-0.2%,1.5,61,11%,-1%,2.3%
O=C(CCCn1nnnc1CN1CCOCC1)N1CCC(c2ccc(F)cc2)C1 (configuration not stated),-0.1%,-5%,-6%,-8%,-0.1%,2.4,53,-18%,11%,-2.5%
CCc1ccc(C2C(C(=O)O)c3ccccc3C(=O)N2C)cc1 (configuration not stated),1.8%,-3%,5%,-3%,0.0%,-0.6,40,5%,9%,1.8%
Cc1snc(S(=O)(=O)/C(C#N)=N\Nc2ccccc2)c1C#N,0.3%,-4%,9%,2%,0.1%,-1.4,25,-4%,8%,2.1%
CN1C/C(=N\S(=O)(=O)c2ccccc2)N(C)C1=O,6.1%,-4%,-1%,0%,-0.2%,-0.3,50,0%,0%,-0.3%
Cc1ccc(CN(CC(=O)NC(C)(C)C)C(=O)CNC(=O)c2cccs2)cc1,-1.4%,-3%,-4%,4%,-0.1%,-0.2,38,-3%,6%,-1.3%
CCOC(=O)N1CCN(C(=O)CNS(=O)(=O)c2cccs2)CC1,0.5%,-8%,14%,6%,0.3%,-0.4,79,-8%,-8%,1.2%
O=C(c1ccco1)N1CCN(CCCCOc2ccc(F)cc2)CC1,3.7%,4%,3%,-1%,0.1%,-0.8,58,-9%,2%,-1.8%
Cn1c(SCC(=O)N2CCOCC2)nnc1-c1ccccc1,-1.9%,0%,-1%,2%,0.1%,-1.2,49,2%,-5%,-1.1%
Cn1c(N)c(C(=O)COC(=O)C2CCC(C(C)(C)C)CC2)c(=O)n(C)c1=O (configuration not stated),0.7%,-6%,-2%,-2%,0.6%,8.0,54,-5%,3%,-2.0%
Cc1cc(S(=O)(=O)N2CCCC2)ccc1OCC(=O)NCc1ccco1,5.0%,-3%,5%,6%,0.0%,0.2,41,-16%,-19%,-0.6%
COc1ccc(CC(=O)NCCS(=O)(=O)N2CCN(c3ccc(F)cc3)CC2)cc1OC,0.2%,-4%,8%,3%,0.1%,-1.0,61,18%,6%,0.0%
C/C(=N\NC(=O)c1csc(C)c1C)c1ccc(Cl)s1,2.0%,-5%,4%,1%,-0.1%,1.0,60,-9%,2%,0.0%
Cc1nn(CC2CC2)c(=O)n1-c1ccc(C(C)C)cc1,-0.4%,-3%,0%,-3%,-0.2%,-0.3,36,6%,-4%,0.6%
Cc1ccc2nc(C)cc(C(=O)N/N=C/c3ccncc3)c2c1,0.0%,-7%,9%,-6%,-0.1%,0.1,111,-4%,-4%,1.3%
CSc1ccc(Cl)c(C(=O)NCCOc2ccccc2)c1,1.2%,-1%,7%,-5%,0.0%,1.7,28,24%,-2%,-2.6%
CCCCNC(=S)NNC(=O)c1ccc(Br)o1,4.1%,-9%,-1%,-2%,-0.2%,-1.0,48,3%,-18%,-2.1%
O=S(=O)(NC1CCCCC1N1CCCCC1)c1ccc(Cl)cc1 (configuration not stated),0.2%,-11%,9%,2%,0.0%,0.4,68,-15%,6%,-1.5%
Cc1ccccc1-c1cc(C(=O)N/N=C/c2cccnc2)c2ccccc2n1,0.2%[50 µM],-1%,-22%,2%,-0.1%,-0.3,60,8%,16%,-0.8%
COC(=O)N/N=C(\C)c1ccco1,.,.,7%,-3%,-0.7%,-0.9,92,5%,6%,-2.1%
Cc1c(Br)c([N+](=O)[O-])nn1CC(=O)Nc1ccc(Cc2ccncc2)cc1,-0.1%,-2%,-11%,2%,-0.2%,0.9,90,-5%,-5%,-3.5%
CC(C)c1ccc(NC(=O)COc2nncc3ccccc23)cc1,0.1%,2%,6%,-2%,-0.2%,-0.7,94,1%,3%,-0.4%
COc1ccc(CCN2C(=O)NC(NS(=O)(=O)c3ccc(NC(C)=O)cc3)(C(F)(F)F)C2=O)cc1OC (configuration not stated),-0.4%,-1%,5%,-7%,0.3%,-0.5,47,-2%,-6%,-0.4%
COc1ccc(S(=O)(=O)NC(C)C)cc1C(=O)NC1CCCCC1,6.9%,3%,11%,6%,-0.3%,0.4,45,-2%,6%,-0.8%
Cc1ccnc(SCc2cc(=O)c(OC(=O)c3ccco3)co2)n1,0.6%[50 µM],-10%,6%,11%,0.4%,2.1,47,-4%,8%,1.3%
CC(C)c1nc(N2CCOCC2)c(C#N)c2c1CCC2,0.5%,-2%,0%,3%,0.0%,4.7,88,2%,0%,-1.0%
COc1ccc(/C=N/Nc2cc(C)nc3ccc(Br)cc23)cc1,0.0%,-7%,2%,-9%,0.0%,1.0,28,6%,6%,-1.9%
Cc1sc2nc(-c3cccs3)oc(=O)c2c1C,0.0%,-1%,5%,-1%,-0.1%,1.8,96,-9%,10%,-0.6%
Cc1cc(NC(=O)CSc2nc3ccccc3c(=O)n2-c2ccccc2)no1,1.9%,-3%,7%,0%,-0.1%,3.2,53,6%,1%,-2.5%
COc1cccc(CN2CCN(c3nc4nonc4nc3N3CCCCC3)CC2=O)c1,0.1%,5%,3%,-2%,-0.3%,-1.3,43,9%,5%,-0.4%
CS(=O)(=O)c1cnc2c(-c3ccc(F)cc3)cnn2c1N,1.3%,-2%,0%,-3%,0.2%,1.5,76,-10%,2%,-3.1%
CC(C)(C)n1nc2c(c1NC(=O)c1ccco1)CS(=O)C2 (configuration not stated),-6.2%,-7%,7%,5%,-0.1%,-1.4,59,7%,0%,-0.1%
COc1cc2c(c(OC)c1OC)-c1ccc(NC(=O)c3ccccc3)c(=O)cc1[C@@H](NC(C)=O)CC2,0.9%[50 µM],-10%,6%,-3%,0.0%,2.1,86,10%,8%,-2.4%
COC(=O)CCC(=O)OC1(C)C(=O)C=C2C=C(C3CC3)N(CCc3ccccn3)C=C2C1=O (configuration not stated),0.9%,11%,10%,1%,-0.2%,-1.6,88,-12%,-11%,4.7%

# High-throughput results: PubChem, several laboratories
